Source: PubChem BioAssay (The Scripps Research Institute Molecular Screening Center)
PP1 counter – blocks human PP1-alpha phosphatase, a PP5 counter-screen; P62136; actives 0.9% (n = 320,000); purified PP1alpha, OMFP fluorescence; inhibition, % at 6.7 µM; AID 2235;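 active = inhibition above the mean inhibition of all tested compounds plus 3 SD, computed separately for each screening campaign, cut at about 15% in these data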
Target sequence (P62136 whole entry, looked up): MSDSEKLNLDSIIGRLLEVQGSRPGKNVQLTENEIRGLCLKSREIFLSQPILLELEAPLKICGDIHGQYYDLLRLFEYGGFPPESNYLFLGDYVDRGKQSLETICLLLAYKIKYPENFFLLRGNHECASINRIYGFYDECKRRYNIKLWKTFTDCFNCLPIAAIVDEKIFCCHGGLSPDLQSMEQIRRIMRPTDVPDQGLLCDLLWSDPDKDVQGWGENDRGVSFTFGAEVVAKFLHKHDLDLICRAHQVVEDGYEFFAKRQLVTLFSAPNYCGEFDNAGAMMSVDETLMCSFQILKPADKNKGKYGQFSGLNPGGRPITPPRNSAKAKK
core dimer inh – blocks dimerization of HCV core protein. TR-FRET GST/Flag-core106 dimerization, 1536-well. inhibition, % at 5 µM. actives 0.33% (n = 300,000);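 active = inhibition above the mean of all tested compounds plus 3 SD, set per screening campaign, cut at about 45% in these data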
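assay system = GST-tagged and Flag-tagged HCV core protein residues 1-106 | controls = unlabelled core106 and no-GST-core106 wells | incubation = compound-protein-antibody incubation 4 h at 22.5 °C | probe or stimulus = Eu donor and XL665 acceptor anti-tag antibodies | read-out = % inhibition based on acceptor/donor emission ratio | signal = TR-FRET 671 and 617 nm emission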
AHR activator – activators of human aryl hydrocarbon receptor. P35869. AHR-responsive luciferase reporter cells, luminescence. activation, % at 5 µM. actives 2.5% (n = 320,000). AID 2796; in the data active = activation above about 47%;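 note: 0% = vehicle wells and 100% = reference agonist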
Fh CTSL1 inh – counter-screen for PFM18AAP inhibitors: inhibitors of F. hepatica cathepsin L1. inhibition, % at 5.96 µM. recombinant F. hepatica cathepsin L1, Z-Leu-Arg-MCA fluorescence. actives 0.49% (n = 300,000);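 active = inhibition above the mean of all tested compounds plus 3 SD, set per screening campaign, cut at about 17% in these data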;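 note: 0% = plate median of test compound wells and 100% = 1 µM Z-Phe-Ala-diazomethylketone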
TPT1 inh – C. albicans TPT1 enzyme inhibition; recombinant caTPT1, FP RNA substrate dephosphorylation; inhibition, % at 5 µM; actives 0.81% (n = 300,000);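 active = inhibition above the mean of all tested compounds plus 3 SD, set per screening campaign, cut at about 24% in these data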;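 note: plate controls were DMSO alone for no effect and ferristatin control at 100 nM for full effect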
PAFAH2 FP inh – PAFAH2 (human) inhibition; recombinant PAFAH2, FP-rhodamine activity probe, fluorescence polarization; inhibition, % at 3.39 µM; actives 0.99% (n = 340,000);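 active = inhibition above the mean over all tested compounds plus 3 SD, cut at about 30% in these data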;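 note: inhibitors block probe labeling of enzyme so polarization drops; 0% = enzyme with DMSO and 100% = wells lacking PAFAH2 protein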
PP5 inh – inhibitors of human protein phosphatase 5 (PP5). P53041. purified PP5c, OMFP substrate fluorescence. inhibition, % at 6.7 µM. actives 0.18% (n = 320,000);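 active = inhibition above the campaign's mean inhibition across all tested compounds plus 3 SD, cut at about 9.5% in these data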;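 note: 0% = DMSO only and 100% = 100 µM cantharidin control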
Target sequence (P53041 whole entry, looked up): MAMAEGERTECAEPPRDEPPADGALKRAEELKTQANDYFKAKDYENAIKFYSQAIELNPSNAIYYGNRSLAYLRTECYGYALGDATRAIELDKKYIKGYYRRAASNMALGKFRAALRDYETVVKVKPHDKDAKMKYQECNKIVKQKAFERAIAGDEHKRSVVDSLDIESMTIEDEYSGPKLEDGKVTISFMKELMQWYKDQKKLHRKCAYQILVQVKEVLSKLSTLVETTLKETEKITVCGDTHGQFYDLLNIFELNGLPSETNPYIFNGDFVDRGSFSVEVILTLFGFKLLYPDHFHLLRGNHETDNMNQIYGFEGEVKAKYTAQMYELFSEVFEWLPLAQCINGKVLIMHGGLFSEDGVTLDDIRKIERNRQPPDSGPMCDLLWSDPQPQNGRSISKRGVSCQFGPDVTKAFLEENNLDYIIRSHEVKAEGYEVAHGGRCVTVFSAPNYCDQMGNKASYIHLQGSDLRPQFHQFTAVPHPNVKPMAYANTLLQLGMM
procasp3 activ – procaspase-3 (human) activation; P42574; recombinant procaspase-3 D3A, Ac-DEVD-pNA absorbance 405 nm; activation, % at 8.5 µM; actives 0.11% (n = 330,000); AID 463141;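 active = activation above the mean of all tested compounds plus 3 SD, cut at about 21% in these data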;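 note: 0% = DMSO alone and 100% = DMSO wells spiked with extra 5 µM PC-3 D3A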
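Technique: 405 nm absorbance of p-nitroaniline, reads at 0 and 120 min; Test system: Procaspase-3 D3A mutant; Incubation: 1 h enzyme-compound preincubation, then 2 h substrate reaction, 25 °C; Repeats: singlicate, each compound tested once; Benchmarks: low control DMSO wells, high control DMSO plus 5 µM PC-3 D3A.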
proCasp7 act – activates human procaspase-7, counter-screen for procaspase-3 activators | P55210 | recombinant procaspase-7, Ac-DEVD-pNA absorbance 405 nm; D23A/D198A/D206A triple mutant, cannot self-cleave; scale: DMSO 0, 5 µM enzyme 100 | activation, % at 8.5 µM | actives 0.093% (n = 330,000) | AID 463210;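 active = percent activation above the screen-wide mean plus 3 SD, cut at about 25% in these data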
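Material: Procaspase-7 triple mutant (PC-7 D3A) | Quantity: 2 µM procaspase-7 mutant as dispensed | Reagent: DEVD-pNA substrate | Times: 1 h preincubation, 2 h reaction | Technique: 405 nm absorbance of p-nitroaniline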
Numbers without * were called inactive; x = not tested or not shown.

compound,PP1 counter,core dimer inh,AHR activator,Fh CTSL1 inh,TPT1 inh,PAFAH2 FP inh,PP5 inh,procasp3 activ,proCasp7 act
c1ccc2[nH]c(Cn3nnc4ccccc43)nc2c1,5,-1,11,-3,-4,0,1.3,2,9
Cc1c(NC(=O)C(C)OC(=O)C(NC(=O)c2ccco2)C(C)C)c(=O)n(-c2ccccc2)n1C (configuration not stated),-3,4,-1,-12,1,15,0.0,8,-4
O=C(N/N=C/c1cc([N+](=O)[O-])ccc1O)c1cccc(NC(=O)c2cccc(Cl)c2)c1,0,7,37,8,2,13,1.3,0,-10
COc1ccc(NS(=O)(=O)c2cccc(C(=O)N3CCN(c4ccccc4O)CC3)c2)cc1,6,5,-1,1,-2,7,0.1,9,12
CCOC(=O)c1cc(S(=O)(=O)NCc2ccco2)cn1C,-1,4,-1,-3,0,-2,-0.5,9,3
COc1ccc(-c2coc3cc(O)cc(O)c3c2=O)cc1,0,12,4,3,0,3,0.5,7,12
COc1ccc2c(c1)OC[C@H]1[C@H]2N2C(=O)CN(Cc3ccc(F)cc3)C(=O)[C@@]2(C)[C@H]1c1ccccc1,5,x,-2,x,x,-1,2.4,2,-2
Cc1cccc2c1NC(=O)C2(O)N1CCCC(C)C1 (configuration not stated),2,6,3,2,0,4,0.5,-5,-2
CCn1ncc(/C=N/NC(=O)c2cc(Cl)ccc2OC)c1C,5,-2,76*,-1,-2,-3,1.6,4,-9
Cc1sc2nc(CN(Cc3cccs3)C(=O)C3CC3)[nH]c(=O)c2c1C,8,-3,18,6,2,-2,1.3,-7,6
CCOC(=O)C1(CCc2ccccc2)CCN(C(=O)CCn2cncn2)CC1,1,2,13,1,-4,7,2.2,-12,1
O=C(NC(=S)NCCC1=CCCCC1)c1cncc(Br)c1,1,2,16,-5,-2,1,4.4,8,-9
CSc1cccc(CN2CCCC(CNC(=O)c3ccco3)C2)c1 (configuration not stated),-1,8,2,-2,-4,-1,3.2,6,6
Cc1cc(OCCOCCN(C)C)ccc1Cl,-2,2,-1,1,0,0,-1.2,7,13
COc1ccc2c(C)nc(Nc3nc(-c4ccccc4)cc(=O)[nH]3)nc2c1,-1,8,38,2,1,-4,-1.2,-1,4
Cc1ccc(-n2nnc(-c3nccs3)n2)cc1,3,-1,-7,0,0,1,1.4,-4,5
COc1ccccc1CNC(=O)CN(c1cccc([N+](=O)[O-])c1)S(C)(=O)=O,-2,2,1,-4,-2,7,1.3,4,6
Cc1cccnc1NC(=O)c1cc2ccccc2oc1=O,1,-2,8,1,-3,7,-0.9,3,8
CC(C)CCN(C(=O)c1csnn1)C(C(=O)NC1CCCC1)c1ccc(F)cc1 (configuration not stated),-3,0,2,-11,-2,10,6.4,4,-8
Cc1c(Nc2cc(N3CCOCC3)c3nonc3c2[N+](=O)[O-])c(=O)n(-c2ccccc2)n1C,-4,-3,1,-4,-1,x,1.4,-6,-9
COC(=O)Nc1cc(C)n(-c2ccccc2)n1,-7,-6,2,2,-1,-2,-0.8,7,5
O=C(CN1CCN(S(=O)(=O)N2CCCCC2)CC1)Nc1ccc(Br)cc1,-6,3,2,1,1,-3,4.5,4,-2
CN(C)c1ccc(/C=N/N(CCO)C2=NS(=O)(=O)c3ccccc32)cc1,-11,-17,27,0,-2,-59,-6.2,3,-7
C=CCn1c(C)cc(C(=O)COC(=O)c2ccc(N)c([N+](=O)[O-])c2)c1C,-1,-1,-4,7,0,81*,1.9,-21,-6
CCOc1cccc(-c2nnc(SCC(=O)Nc3ccc(OC)c(OC)c3)n2N)c1,0,-5,7,-1,-2,-8,2.5,5,4

Later entries
compound,PP1 counter,core dimer inh,AHR activator,Fh CTSL1 inh,TPT1 inh,PAFAH2 FP inh,PP5 inh,procasp3 activ,proCasp7 act
CN(C)c1ccc(N2CC(C)(C)C2=O)cc1,0,-12,3,4,-3,2,0.1,-8,-1
COc1ccccc1-n1c(=S)sc2c(=O)n(Cc3ccco3)c(SC)nc21,8,11,1,1,1,0,2.1,0,10
COc1ccc(NC2CCCN(C(=O)COc3ccc(C)cc3)C2)cc1 (configuration not stated),-6,-5,5,5,1,-2,2.1,-3,-6
Cn1nc(NC(=O)C(F)(F)F)c2ncc(-c3ccc(Cl)cc3)nc21,1,-4,134*,1,-2,-9,-0.7,11,9
CCOC(=O)c1ccc(NC(=S)N2CCCC(C(=O)N3CCCC3)C2)cc1 (configuration not stated),-3,4,1,-1,-2,1,-0.4,2,-11
COc1ccc(C(N)=O)c(OCC(=O)Nc2cc(C)on2)c1,2,x,7,x,x,-7,3.8,4,8
O=C(NCc1cccnc1)C(=O)Nc1nc2ccccc2s1,-2,1,24,-2,4,6,3.4,-4,1
Cc1noc(C)c1CSCC(=O)Nc1nc2ccc(S(C)(=O)=O)cc2s1,-6,-4,9,-3,-1,4,-1.1,1,6
CC(=O)Nc1ccc(S(=O)(=O)N[C@@H](C)C(=O)OCc2cc([N+](=O)[O-])cc3c2OCOC3)cc1,-3,-2,2,-6,-1,2,0.4,3,-6
CC(=O)Nc1nc2cc([N+](=O)[O-])ccc2s1,0,x,-1,x,x,6,-1.1,8,7
Cc1ccc2ncccc2c1,-1,x,0,x,x,1,1.4,0,-10
CC(=O)Nc1ccc(S(=O)(=O)NC2(C(F)(F)F)NC(=O)N(Cc3ccccc3)C2=O)cc1 (configuration not stated),1,3,-1,9,-1,-2,3.2,5,-2
CC(=O)Nc1ccc(-c2nnc(SCc3ccccc3C#N)n2C)cc1,-1,3,-1,-4,-1,0,-5.0,-4,4
O=C(CNC(=O)c1cccs1)NC1=NCCS1,-3,3,4,3,1,4,-1.9,2,1
Cc1ccc(CNC(=O)CCCC(=O)O)cc1,-2,2,-1,-2,-2,-5,-3.7,4,-1
O=C(CSc1nnc(-c2c[nH]c3ccccc23)n1-c1ccc(F)cc1)NCc1ccco1,-7,8,0,-4,-1,3,2.3,-1,0
COC(=O)c1sc(S(=O)(=O)N2CCC(C(N)=O)CC2)c(C(=O)OC)c1C,-3,-2,-1,-2,-5,-3,-0.8,2,8
CCOc1ccc(S(=O)(=O)N(CC(=O)NCC(F)(F)F)Cc2ccco2)cc1,-4,-10,-3,-10,0,-4,1.7,6,-4
CCC(C)[C@H](NC(=O)NCc1ccco1)C(=O)OC (some centres not stated),-7,-1,0,-3,-7,-1,-0.6,6,2
CCOC(=O)N1CCN(/C=C(\C#N)c2nc3ccccc3s2)CC1,0,5,18,2,75*,-9,0.5,8,-2
O=C1S/C(=C\c2ccc(Cl)cc2)C(=O)N1CCn1cnnn1,0,4,-4,-2,0,3,0.1,-5,-16
O=[N+]([O-])c1ccccc1S(=O)(=O)N1CCN(Cc2ccc3c(c2)OCO3)CC1,-1,2,3,2,-4,2,1.7,-9,5
O=C(c1cc(Cl)cc(Cl)c1)N1CCOCC1,3,-1,-4,2,-3,-3,1.0,13,9
Cc1ccccc1C=Nc1ccccc1C(N)=O,-1,-15,-1,-4,-2,-4,1.2,0,-6
Cc1ccc(C(=O)N2CC3(C(C)C)CN(C(=O)c4ccc(C)cc4)CC(C(C)C)(C2)C3=O)cc1,1,5,-1,0,-1,-7,0.2,10,-4
CCOC(=O)c1ccc(N/C=C2\CCCCC2=O)cc1,-2,-3,2,0,-2,12,2.1,4,-8
CCCOc1cccc(C(=O)NC(=S)Nc2cccc(C(F)(F)F)c2)c1,-3,2,1,5,0,-3,1.7,-8,-4
CC(=O)NC(=S)Nc1ccc(S(=O)(=O)Nc2nc(C)cc(C)n2)cc1,0,-1,-2,8,4,-11,0.2,-3,-6
